Source: PubChem
ST2 inh = inhibitors of human ST2 (IL1RL1) binding to IL-33. AlphaLISA ST2-Fc/biotin-IL-33 interaction, 1 h. Q01638. 2.3% of 78,000 active. AID 1259354. inhibition, % for hits at 17 µM; in the data active means inhibition above about 30%; inconclusive means mostly about 10% to 28%
Target sequence (Q01638 whole entry, looked up): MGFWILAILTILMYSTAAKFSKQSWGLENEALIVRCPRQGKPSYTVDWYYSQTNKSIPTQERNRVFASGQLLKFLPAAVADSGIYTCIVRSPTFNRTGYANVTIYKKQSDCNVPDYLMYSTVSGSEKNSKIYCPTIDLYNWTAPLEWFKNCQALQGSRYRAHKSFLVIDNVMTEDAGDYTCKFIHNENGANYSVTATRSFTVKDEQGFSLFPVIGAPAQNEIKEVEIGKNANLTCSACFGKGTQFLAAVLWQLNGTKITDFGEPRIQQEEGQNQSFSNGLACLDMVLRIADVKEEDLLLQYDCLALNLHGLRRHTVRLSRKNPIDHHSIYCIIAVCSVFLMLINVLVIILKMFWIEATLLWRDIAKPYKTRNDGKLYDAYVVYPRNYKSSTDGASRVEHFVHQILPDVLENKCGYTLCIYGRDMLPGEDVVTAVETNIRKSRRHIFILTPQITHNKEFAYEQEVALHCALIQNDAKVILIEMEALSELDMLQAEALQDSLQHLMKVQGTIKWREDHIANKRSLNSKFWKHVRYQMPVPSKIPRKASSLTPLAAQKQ
* = called active by the depositor; i = inactive; ? = inconclusive.

SMILES | ST2 inh
O=C(CCCn1c(=O)c2sccc2n(Cc2ccccc2Cl)c1=O)NCc1ccco1 | ?
Cc1ccccc1C(=O)Nc1ccc([N+](=O)[O-])cc1Br | ?
Cn1c(=O)c2c(SCC(=O)N3CCCCC3)nc(-c3ccc(F)cc3)nc2n(C)c1=O | ?
Cn1c(SCC(=O)NCc2ccco2)nc2c([nH]c3ccccc32)c1=O | ?
Cc1ccc(-c2nnc(N3CCN(C)CC3)c3ccccc23)cc1 | i
O=C(O)C1CCC(CNCc2cccc(Br)c2)CC1 (stereo not given) | i
Cc1cccc(/C=C/c2ccccc2)n1 | ?
COC(=O)[C@@H]1C[C@@H](N(C)C)CN1C(=O)c1cc(C(C)C)oc1C | ?
O=C(C1CCC(=O)N(C2CC2)C1)N1CCC(Cc2ccccc2F)CC1 (stereo not given) | i
O=C(NCC1Cc2cc(-c3cccnc3)cc(F)c2O1)C1CCCc2c1[nH]c1ccccc21 (stereo not given) | i
COCCn1c(CNC(=O)c2ccncc2)nc2cccnc21 | i
Oc1c(Cl)cc(Br)cc1C=Nc1ccc(F)cc1 | i
COc1ccc([N+](=O)[O-])cc1NC(=O)C1CCCCC1 | i
O=C(NCC1CCCO1)c1ccc2c(c1)ncn2C1CCCC1 (stereo not given) | ?
Cc1[nH][nH]c(=O)c1C(c1ccc(N(C)C)c(Br)c1)c1c(C)[nH][nH]c1=O | i
Cc1ccc(C(=O)N2N=C(c3cccc(Br)c3)CC2(O)C(F)(F)F)o1 (stereo not given) | i
COc1ccc(C2NC(Cc3ccccc3)(C(=O)O)C3C(=O)N(c4ccc(F)cc4)C(=O)C23)cc1 (stereo not given) | i
CCc1nc2c(cnn2-c2ccc(Cl)cc2)c(=O)n1-c1ccc(OC)cc1 | i
COc1ccc(Cc2cnc(NC(=O)COc3ccccc3OC)s2)cc1 | i
CC1(C)CC(=O)C2=C(C1)Nc1nc(SCc3ccccc3F)[nH]c(=O)c1C2c1cccs1 (stereo not given) | i
O=C(c1ccccc1Br)N1CCCCC1 | ?
O=C(CN1CCN(Cc2ccccc2F)S1(=O)=O)Nc1ccc(Br)cc1 | i
COc1ccc(NC(=O)COc2cc(C)c(Br)c(C)c2)c(OC)c1 | i
O=C1/C(=C/c2ccc(Cl)c([N+](=O)[O-])c2)Sc2ccccc21 | i
O=C(c1cc(-c2cccs2)on1)N1CCCC1 | i
Cc1ccc(C(=O)NC2(C(Cl)Cl)N=C(c3ccccc3)N=C2N)cc1 (stereo not given) | i
CCn1nc(C)c(NC(=O)CN2CC(Oc3c(C)cccc3C)C2)c1C | i
COc1ccc(OC)c2c(N3CC(C)OC(C)C3)cc(C(F)(F)F)nc12 (stereo not given) | i
O=C(c1ccc(NS(=O)(=O)c2cccs2)cc1)N1CCCC1 | ?
Cn1cnnc1CC1CCN(Cc2nn(C)c3cccc(Cl)c23)CC1 | i
C=CCn1c(=O)c(-c2ccc3ccccc3n2)cc2ccccc21 | i
Cc1cc(C)cc(C(=O)NCCn2c(C)cc3ccccc32)c1 | i
CC(C)Cn1c(=O)c2c(nc3n2CCN3c2ccccc2)n(C)c1=O | i
CCN(CC)CCOc1ccccc1OCc1ccccc1 | ?
CC1=CC[C@@H]2CN(C(=O)CCn3cncn3)C[C@@H]2C1 | i
O=C(Cn1cnc2scc(-c3cccc([N+](=O)[O-])c3)c2c1=O)NCc1ccccc1 | ?
CN1CCCN(Cc2cccs2)CC1 | i
CCOC(=O)c1cn(CC)c2cc(N(C)CCc3ccc(OC)c(OC)c3)c(F)cc2c1=O | i
CC1CCN(S(=O)(=O)c2ccc(Cl)c(C(=O)Nc3ccc(C(=O)O)cc3)c2)CC1 | ?
COc1ccc(N=Cc2cc(Br)cc(Cl)c2O)cc1OC | ?
Clc1ccccc1-c1nc(-c2ccccc2)no1 | i
Cc1ccc(-c2cc(CN3CCCC(N4CCCC4=O)C3)on2)cc1 (stereo not given) | i
Cn1c(SCC(=O)N2CCN(c3ccccc3)CC2)nc2sc3c(c2c1=O)CCCC3 | ?
CCC(=O)c1ccc(OC(=O)C(C(C)C)N2C(=O)c3ccccc3C2=O)cc1 (stereo not given) | ?
Cc1ccccc1NC(=O)Cn1c(=O)n(CC2CCC(C(=O)NC(C)C)CC2)c(=O)c2sccc21 (stereo not given) | i
CNC(=O)Nc1ccc(C(=O)O)cc1 | i
Cc1nn(C)cc1C(C)Nc1nc2nonc2nc1N1CCCCC1 (stereo not given) | i
O=C(c1ccc(Br)o1)N1CCN=C1SCc1cccnc1 | ?
COc1ccc(NC(=O)C(Cc2ccccc2)N2C(=O)c3ccccc3C2=O)cc1 (stereo not given) | i
CC(=O)Nc1ccsc1C(=O)N1CCCC2(CC1)CN(C)C(=O)O2 (stereo not given) | ?
COCCCNc1nc2c(c(=O)n(C)c(=O)n2C)n1Cc1ccccc1Br | i
O=C(CSc1nc2c([nH]c3ccccc32)c(=O)n1-c1ccc(F)cc1)N1CCCC1 | ?
COC(=O)c1ccc(-c2noc(C[C@@H]3O[C@H](CNC(=O)NC(C)C)[C@@H](O)[C@H]3O)n2)cc1 | i
COCCN(CCOC)C(=O)[C@@H](C)C1CC[C@@]2(C)CC[C@H](NC(=O)c3cncnc3)[C@@H](C)[C@@H]2[C@H]1O (stereo not given in full) | i
CC1CC(C)CN(c2nc3c(c(=O)[nH]c(=O)n3C)n2CCSc2ncccn2)C1 (stereo not given) | i
O=C(CSc1nc2c(c(=O)n1-c1ccccc1)SCC2)Nc1ccc(Br)cc1 | i
O=C1c2ccccc2/C(=C\c2ccccc2)N1Cc1ccc(Cl)cc1 | i
CCOC(=O)CN1N=C(c2ccccc2)CCC1=O | i
Cc1cc(N(C)C)nc(-c2ccccc2)n1 | i
CN(CC(O)Cn1c2ccccc2c2ccccc21)S(=O)(=O)c1ccc(Br)cc1 (stereo not given) | i

(list continues)
SMILES | ST2 inh
Cc1ccc(N2C(=O)CC(Sc3nc(C)c(C)c(C)c3C#N)C2=O)cc1 (stereo not given) | i
CCSC1=C(C#N)C(c2cccc(Cl)c2)CC(=O)N1 (stereo not given) | i
COc1ccc(-c2cc(C(=O)O)c3cc(C(C)C)ccc3n2)cc1 | i
O=C(c1cc(-c2ccc(F)cc2)on1)N1CCCCCC1 | i
O=C(Cn1cnc2c(cnn2-c2ccc(Cl)cc2)c1=O)OCc1ccccc1 | i
CNCC(=O)N1CC(Oc2cccc(C)c2)C1 | ?
O=C(CSc1nnc(-c2ccco2)o1)N1CCc2ccccc21 | i
O=[N+]([O-])c1cccc(C(Nc2ccccn2)c2ccc3cccnc3c2O)c1 (stereo not given) | ?
Cc1nc(C(F)(F)F)nc(-c2cccc3[nH]ccc23)c1C | i
Clc1ccc(CSc2nccn2Cc2ccccc2)cc1 | ?
Cc1ccc(C(=O)Nc2ccc(N3CCC(NCCc4ccco4)CC3)cc2)c(C)c1 | ?
CCC1Oc2ccccc2N(CC(=O)NC2CCCCCCC2)C1=O (stereo not given) | i
COC(=O)c1ccc(CSc2nc3c(c(=O)n2-c2ccccc2)SCC3)o1 | i
CCC(=O)Nc1cc(Cl)ccc1OCc1cc(=O)n2oc(C)cc2n1 | i
CN(Cc1ccccc1)c1ncnc2sc3c(c12)CCCC3 | i
O=C(Cn1cnc2c(oc3ccccc32)c1=O)Nc1ccc2c(c1)OCO2 | i
O=C(CCCc1cccs1)N1CCCC(CNS(=O)(=O)c2cccs2)C1 (stereo not given) | i
CC(C)CN1CCC(CNC(=O)c2ccc(N3CCCOCC3)nc2)C1 (stereo not given) | i
Cc1c(NC(=O)c2ncn[nH]2)c(=O)n(-c2ccccc2)n1C | ?
O=C(C1CC(=O)N(c2ccc(F)c(Cl)c2)C1)N1CCN(c2ccccc2)CC1 (stereo not given) | i
COc1ccc([C@H]2NCC[C@@]3(O)CCCC[C@H]23)cc1OC | i
Cc1ccc(-c2noc(CCC(=O)NCc3ccc4c(c3)OCO4)n2)cc1 | i
Cn1ccnc1-c1cc(Cl)c2c(c1)CC(CN)O2 (stereo not given) | i
Cc1cnc2c(C(=O)NCC3CC(C(C)C)=NO3)cnn2c1 (stereo not given) | ?
O=C(NN1C(=O)c2ccccc2C1=O)c1ccn[nH]1 | ?
COc1cc(N2CCN(Cc3ccc(C(C)(C)C)cc3)CC2)nc(N)n1 | i
O=C(Nc1ccccc1O)c1cc(S(=O)(=O)N2CCCCC2)ccc1Br | i
O=c1/c(=C/c2ccco2)sc2n1CN(c1cccc(C(F)(F)F)c1)CN=2 | ?
C=CCNc1nc(NC(C)(C)CO)nc(OCC)n1 | ?
CCCN1CCN(C(=O)C2CCN(c3ccc(-c4cccs4)nn3)CC2)CC1 | i
COc1ccc(-c2noc([C@@H]3C[C@H](NS(=O)(=O)c4ccc(F)cc4)CN3C)n2)cc1 | ?
Fc1ccccc1CN1CC[C@H](c2nnc(-c3cccnc3)o2)C1 | i
Cc1cc([N+](=O)[O-])nn1CCCC(=O)Nc1sc2c(c1C#N)CCCC2 | i
CC(=O)Nc1cc(C(=O)N2CCCC2c2nccs2)cc2ncn(CCc3ccccn3)c12 (stereo not given) | i
CCn1c(-c2ccc(O)c(OC)c2)n[nH]c1=O | ?
COc1ccc(CN2CCN(Cc3cccn3-c3ncccn3)CC2CCO)c(C)c1C (stereo not given) | ?
O=C(C1=Cc2ccccc2OC=C1)N1CCOC(C(F)(F)F)C1 (stereo not given) | ?
COC(=O)[C@@H]1Cc2ncn(C)c2CN1S(=O)(=O)c1ccc(OC)cc1 | i
Cc1ccccc1CSC1=NCCN1C(=O)c1ccc(S(=O)(=O)N(C)C)cc1 | ?
O=C(NCc1cccs1)c1ccc(CS(=O)(=O)c2c(Cl)cccc2Cl)o1 | i
COc1cc(OC)cc(-n2c(=O)c3sccc3n(CC(=O)NCC3CCCO3)c2=O)c1 (stereo not given) | ?
CCOc1ccc(Cc2cnc(N)nc2N)cc1 | i
CCCn1nnc2sc3c(c2c1=O)CCC(C)C3 (stereo not given) | ?
Cc1cc(C)n(-c2nc3ccccc3c3nc(C)nn23)n1 | i
N#Cc1cccc(NC(=O)N[C@H]2[C@H](O)[C@@H](N3CCCC3)[C@@H]3OC[C@H]2O3)c1 | i
COCCNC(=O)C1c2ccccc2C(=O)N2CCc3ccccc3C12 (stereo not given) | i
CCOc1cc2c(cc1OCC)C(CN1C(=O)c3ccccc3C1=O)=NCC2 | ?
Cc1ccc(S(=O)(=O)Nc2nc3ccccc3s2)cc1 | i
COc1ccc(OC)c(NC(=O)CSC2=NN3CCCC(=O)N=C3S2)c1 | i
Cc1ccc(-c2nnc(-c3nc(N(C)Cc4ccco4)c4ccccc4n3)o2)cc1 | i
Cc1oc(C(C)C)cc1C(=O)NCCC1CCCN(C)C1 (stereo not given) | i
C=CCn1cc(C(=O)NCC2CCCO2)c(=O)c2cc(S(=O)(=O)N(CC)CC)ccc21 (stereo not given) | i
Cc1ccsc1-c1ncnn1-c1sc2c(c1C#N)CCCC2 | ?
COc1ccc2nc(N3CCC(C(=O)NCCN(C)C)CC3)sc2c1 | i
CN1CCN(CCCOc2ccc(C(C)(C)c3ccccc3)cc2)CC1 | i
C=CCn1c(-c2ccccc2)csc1=Nc1ccc(O)cc1 | 41.0%*
Cn1c(=O)n(Cc2ccccc2)c(=O)c2c1nc(N1CCCC1)n2Cc1ccccc1 | i
CCC(Nc1nc(COC)nc2c1cnn2C)c1ccnn1C (stereo not given) | i
Cc1ncc2c(c1CNC(=O)/C=C/c1ccccc1)CCN(C(=O)c1ccc3nccnc3c1)C2 | i
CN(CCNC(=O)Cn1c(=O)sc2ccccc21)Cc1ccccc1 | i

Sorted by molecular weight (descending): part of the list above
SMILES | ST2 inh
O=C(CN1CCN(Cc2ccccc2F)S1(=O)=O)Nc1ccc(Br)cc1 | i
COc1ccc(CN2CCN(Cc3cccn3-c3ncccn3)CC2CCO)c(C)c1C (stereo not given) | ?
CCc1nc2c(cnn2-c2ccc(Cl)cc2)c(=O)n1-c1ccc(OC)cc1 | i
COc1ccc(N=Cc2cc(Br)cc(Cl)c2O)cc1OC | ?
COc1ccc(OC)c2c(N3CC(C)OC(C)C3)cc(C(F)(F)F)nc12 (stereo not given) | i
Cc1ccc(N2C(=O)CC(Sc3nc(C)c(C)c(C)c3C#N)C2=O)cc1 (stereo not given) | i
CC(C)CN1CCC(CNC(=O)c2ccc(N3CCCOCC3)nc2)C1 (stereo not given) | i
O=C(CSc1nnc(-c2ccco2)o1)N1CCc2ccccc21 | i
O=C(O)C1CCC(CNCc2cccc(Br)c2)CC1 (stereo not given) | i
Fc1ccccc1CN1CC[C@H](c2nnc(-c3cccnc3)o2)C1 | i
Cc1ccc(-c2nnc(N3CCN(C)CC3)c3ccccc23)cc1 | i
Cc1ccc(S(=O)(=O)Nc2nc3ccccc3s2)cc1 | i
Cc1cnc2c(C(=O)NCC3CC(C(C)C)=NO3)cnn2c1 (stereo not given) | ?
Cc1nc(C(F)(F)F)nc(-c2cccc3[nH]ccc23)c1C | i
Cn1ccnc1-c1cc(Cl)c2c(c1)CC(CN)O2 (stereo not given) | i
Clc1ccccc1-c1nc(-c2ccccc2)no1 | i
O=C(NN1C(=O)c2ccccc2C1=O)c1ccn[nH]1 | ?
CCn1c(-c2ccc(O)c(OC)c2)n[nH]c1=O | ?
CNC(=O)Nc1ccc(C(=O)O)cc1 | i

More records follow.
SMILES | ST2 inh
O=C(CN1C(=O)/C(=C/c2ccccc2F)Sc2ccccc21)NC1CCCCCC1 | i
COCc1cc(C)c2c(n1)sc1c2nc(C)n2c3ccccc3nc12 | ?
C=CCOc1c(Cl)cc(C=O)cc1Cl | i
CC1=C(C(=O)OC(C)C)C(c2c(O)ccc3ccccc23)NC(=O)N1C (stereo not given) | i
CNC(=O)c1ccc(CNC(=O)c2cccc(-c3ccccc3OC)c2)o1 | i
O=S(=O)(Nc1cccnc1)c1ccc(Oc2ccccc2)cc1 | i
COc1ccc(S(=O)(=O)Cc2ccc(C(=O)N3CCN(C)CC3)o2)cc1 | i
O=C(NCc1ccccc1)Nc1ccc2nsnc2c1 | ?
CSC(N)=NCCC[C@H](N)C(=O)O | i
O=C1CC(c2ccccc2Cl)CC2=C1C(c1ccsc1)Nc1ccccc1N2 (stereo not given) | ?
O=C(CN1CCN(Cc2ccc(F)cc2)C1=O)NC1CCCC1 | i
CC1CC(N(C(=O)c2ccc3c(c2)OCO3)c2ccccc2)c2ccccc2N1 (stereo not given) | i

These rows are one share of the data. The share of hits here may be higher or lower than overall.
